Source: PubChem (Broad Institute)
CaV13 FRET inh – Disruptors of the CACNA1D IQ motif to Ca2+-dependent inactivation inhibitor domain association, primary screening, Förster resonance energy transfer in intact living …. HEK cells, CFP/YFP FRET ICDI-IQ, plate reader, 10 min; percent FRET-ratio fall versus neutral wells. inhibition, % at 12.3 µM. hit rate 0.098% among 340,000. AID 743397;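 active means mean replicate inhibition of at least 30% and at least 1% of replicates passing that level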;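 further: 0% = median of the neutral control wells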
Active calls of the source: *. These rows are one share of the data; rates above refer to the full screens.

Molecule	CaV13 FRET inh
COC(=O)[C@]12C[C@H](CC(=O)NCc3cccc(C(F)(F)F)c3)C(=O)N(CCC3=CCCCC3)C1=C[C@H](C(C)(C)C)O[C@@H]2C	-4
O=C(NCc1ccccc1)C1=C[C@@H](c2csc3ccccc23)C[C@@H](OCCCCO)O1	-10
Nc1ccn([C@@H]2O[C@H](C(=O)N[C@H](Cc3ccccc3)C(=O)N3CCSC3)[C@@H](O)[C@H]2O)c(=O)n1	-10
Cc1cccc(/C=C/c2onc(C)c2[N+](=O)[O-])n1	-5
O=C(N[C@H](C(=O)N1CCC[C@H]1C(=O)NCCc1ccccc1Cl)c1ccccc1)c1ccco1	-10
CCN=C1NC(c2ccc(F)cc2)C(C(=O)OC)=C(C)N1Cc1ccccc1C(F)(F)F (configuration not stated)	-9
COC(=O)C1=C(C)N(C)C(=NCc2cc(OC)c(OC)c(OC)c2)NC1c1cccc(Cl)c1 (configuration not stated)	-10
Cc1ccc([C@H]2C[C@]34CN(Cc5ccccc5)S(=O)(=O)[C@H]3C[C@H]2O4)cc1	-4
COC(=O)c1cc2c(c3c4cc(OC)ccc4n(S(=O)(=O)c4ccccc4)c13)C(=O)N(C)C2	-4
CCn1cnc2cc(NCc3ccc(Br)cc3)ccc21	-5
CCOc1ccccc1C(=O)N1CCC[C@@H]1C(=O)N1CCC[C@H]1C(=O)NCc1ccccc1	-4
NC(=O)Cn1cc(C(=O)COc2ccccc2)c2ccccc21	7
CCOC(=O)c1sc(Nc2nc(OC)cc(OC)n2)nc1C	-5
COC(=O)[C@H](CC(C)C)NS(=O)(=O)c1c(F)cccc1F	-5
COC(=O)C1=C(C)N(C)C(=NCc2ccc(OC)cc2)NC1c1ccccc1 (configuration not stated)	-9
CCOC(=O)N[C@@H](CC(C)C)C(=O)N1CCC[C@H]1C(=O)NCc1ccccc1	-3
C=C1[C@@H](C)CN[C@@H]1CCO	-6
COc1ccccc1Cc1c(-c2ccc(C)cc2)nc2c3ccccc3ccn12	-7
O=C1NC(Cc2ccccc2)c2nc3cc(F)ccc3c(=O)n2-c2ccccc21 (configuration not stated)	-11
c1ccc2c(c1)OCc1nccn1-2	-2
O=C1NC(Cc2ccccc2)c2nc3cc(Cl)ccc3c(=O)n2-c2cc(Cl)ccc21 (configuration not stated)	-10
COC(=O)c1c(NC(=O)c2ccc(S(=O)(=O)N3CCOCC3)cc2)sc2c1CCN(C)C2	-4
CC(=O)Nc1cccc(-c2csc(Nc3ncccn3)n2)c1	8
COC(=O)[C@@]1(Cc2ccc(OC)cc2)[C@H]2c3cc(C(=O)N4CCCC4)n(C[C@H](O)CO)c3C[C@H]2CN1C(=O)c1ccccc1	-11
CC(C)CCNC(=O)c1ccc(Cl)c(NC(=O)c2ccccc2F)c1	-5
COc1ccc(-c2csc(NC(=S)NC(=O)/C=C/c3ccccc3)n2)cc1Br	-13
O=C1NC(c2ccc3c(c2)OCO3)c2c(-c3ccccc3)n[nH]c21 (configuration not stated)	-3
Cc1cc(Br)c2nc(-c3ccc(F)cc3)c(Cc3cccc(Cl)c3)n2c1	-11
C=CC[C@]12C[C@@]3(O[C@H](c4ccc(C(F)(F)F)cc4)N=C3C[C@H](c3ccc(OC)cc3)[C@H]1C)N(C1CCN(Cc3ccccc3)CC1)C2=O	-4
COc1cccc(C2NC(=S)N(Cc3ccc(F)cc3)C(C)=C2C(C)=O)c1 (configuration not stated)	-6
COc1ccc(C(=O)NNC(=S)NC(=O)c2ccc(Cl)cc2)cc1	-5
Cc1[nH]c2ccccc2c1CC(=O)Nc1ccc(N(C)c2cccnc2)c(-c2ccc(F)c(F)c2)c1	-2
C[C@H](CO)N1C[C@H](C)[C@@H](CN(C)C(=O)Nc2ccc3c(c2)OCO3)OCc2cn(nn2)CCCC1=O	-5
CN[C@H]1C[C@@H](c2ccccc2Br)N(C(C)=O)C[C@H]1CO	-5
C[C@H]1CNC(=O)c2c(C(=O)N(C)Cc3ccccc3)ncn21	-3
CC(C)(C)OC(=O)CNC(=O)c1[nH]cnc1C(=O)NC1CCN(C(=O)OC(C)(C)C)CC1	-11
CCCOc1ccc(C(=O)CCC(=O)OCC(=O)Nc2ccc(OCC)cc2)cc1	-2
CC(C)(C)OC(=O)N1C[C@@]23C[C@H](c4cccc(F)c4)[C@@H](C[C@@H]2S1(=O)=O)O3	-4
O=C(N/N=C\c1ccco1)c1cncc(Br)c1	-4
Cc1cc(N2CCN(C(=O)OC(C)(C)C)C[C@@H]2C)ccc1N1CCN(Cc2ccccc2)[C@H](C)C1	-12
Cc1[nH]c2ccccc2c1C(=O)CSc1nc2ccccc2c(=O)n1-c1ccccc1F	-5
Cc1ccc(OCCNC(=O)[C@@H](Cc2ccccc2)NC(=O)[C@H]2O[C@@H](n3ccc(=O)[nH]c3=O)[C@H](O)[C@@H]2O)cc1C	-4
CN(C)CCCNS(=O)(=O)c1ccc(N2CCC(c3ccc(Cl)cc3)=N2)cc1	-4
COCCN1C(=O)[C@H]2C[C@@]13O[C@H](c1ccccn1)N=C3CC1c3ccccc3C[C@@]12C (some centres not stated)	-5
CCCCN1CC(COCc2ccccc2)Oc2cccc(N3CCCCC3)c2S1(=O)=O (configuration not stated)	-9
COC(=O)[C@]12C[C@H](CC(=O)NCc3ccc(C)o3)C(=O)N(CCC3=CCCCC3)C1=C[C@H](C(C)(C)C)O[C@@H]2C	-11
COC(=O)c1ccc(C23CC4(C2)[C@H](CN(CC2CCCCC2)[C@@H]4c2ccccc2)C3c2ccc(C(F)(F)F)cc2)cc1 (some centres not stated)	-12
COc1ccc(N2C(=O)c3n[nH]c(C)c3C2c2ccc(F)cc2)cc1 (configuration not stated)	-5
Cc1cc(CNC(=O)[C@H]2C[C@@H]2[C@H](NP(=O)(c2ccccc2)c2ccccc2)c2ccccc2)nn1C	-5
CCCCNc1cccc2c1S(=O)(=O)N[C@@H](C)CO2	-6
CCCCNC(=O)c1nn2cc(Br)cnc2c1Br	-6
O=C(O)C1CCCN1C(=O)c1cccc(Cl)c1 (configuration not stated)	-12
COC(=O)[C@]12C[C@H](CC(=O)N3CCN(C(=O)C4CC4)CC3)C(=O)N(CCC3=CCCCC3)C1=C[C@H](C(C)(C)C)O[C@@H]2C	-6
C/C=C/C=C/C(=O)c1cc(C)c(OC(=O)CNC(=O)OC(C)(C)C)c(C)c1O	-5
COC(=O)c1ccc2nc(-c3cccc(Cl)c3)c(Cc3ccccc3C(F)(F)F)n2c1	-4
Cc1ccccc1-c1ccc2c(c1)[C@@H]1C[C@H](N(C)C(=O)c3ccco3)[C@H]([C@H](C)O)CN1CC2	-4
OCc1ccccc1OCc1ccccc1	-8
CC(=O)N(C)C[C@@H]1Oc2cc(Br)ccc2S(=O)(=O)N([C@H](C)CO)C[C@@H]1C	-5
Nc1[nH]c(C(=O)c2ccccc2)c(-c2ccccc2[N+](=O)[O-])c1C(=O)NCCc1c[nH]c2ccccc12	-6
COc1ccc2[nH]c3c(N4CC(C)OC(C)C4)ncnc3c2c1 (configuration not stated)	-4

6 consecutive records already listed:
Molecule	CaV13 FRET inh
COC(=O)c1ccc2nc(-c3cccc(Cl)c3)c(Cc3ccccc3C(F)(F)F)n2c1	-4
Cc1ccccc1-c1ccc2c(c1)[C@@H]1C[C@H](N(C)C(=O)c3ccco3)[C@H]([C@H](C)O)CN1CC2	-4
OCc1ccccc1OCc1ccccc1	-8
CC(=O)N(C)C[C@@H]1Oc2cc(Br)ccc2S(=O)(=O)N([C@H](C)CO)C[C@@H]1C	-5
Nc1[nH]c(C(=O)c2ccccc2)c(-c2ccccc2[N+](=O)[O-])c1C(=O)NCCc1c[nH]c2ccccc12	-6
COc1ccc2[nH]c3c(N4CC(C)OC(C)C4)ncnc3c2c1 (configuration not stated)	-4

Reformatted: results already given.
c1ccc2c(c1)OCc1nccn1-2
- CaV13 FRET inh = -2
COC(=O)[C@]12C[C@H](CC(=O)N3CCN(C(=O)C4CC4)CC3)C(=O)N(CCC3=CCCCC3)C1=C[C@H](C(C)(C)C)O[C@@H]2C
- CaV13 FRET inh = -6
COc1ccccc1Cc1c(-c2ccc(C)cc2)nc2c3ccccc3ccn12
- CaV13 FRET inh = -7

(listing goes on)
Molecule	CaV13 FRET inh
C[C@H]1COc2cccc(N3CCCC3)c2S(=O)(=O)N1	-4
COC(=O)[C@]12C[C@H](CC(=O)N3CCN(C(=O)C4CC4)CC3)C(=O)N(Cc3ccc4c(c3)OCO4)C1=C[C@H](C(C)(C)C)O[C@@H]2C	-7
C[C@H](O)[C@@H]1CN2CCc3ccc(-c4ccc5c(c4)OCO5)cc3[C@@H]2C[C@@H]1N(C)Cc1ccccc1	-4
COc1ccc(-c2cn(Cc3ccc(C(=O)c4ccccc4)cc3)nn2)cc1	-5
CCN(CC)C(=O)[C@H]1C[C@@H]2[C@H](C[C@@H](c3ccccc3)[C@H]1C)N(c1ccc(F)cc1)C(=O)N2C/C=C(\C)CCC=C(C)C	-6
CC(=O)Nc1ccc(N=Cc2c(O)c(C(=O)Nc3ccccc3)cc3ccccc23)cc1	-9
CCc1cc2c(nc1CC)CCCN2S(=O)(=O)c1ccccc1	-5
CNC[C@@H]1OCc2cnnn2CCCC(=O)N([C@@H](C)CO)C[C@H]1C	-6
NC(=O)[C@@H]1CCCN1C(=O)[C@@H](Cc1ccccc1)NC(=O)[C@H]1O[C@@H](n2ccc(N)nc2=O)[C@H](O)[C@@H]1O	-3
O=C(NCCCN1CCCC1=O)c1ccc2c(=O)n(-c3ccc(F)cc3)c(=S)[nH]c2c1	7
COc1ccc(OCC2CN(Cc3ccccc3)S(=O)(=O)CCO2)cc1 (configuration not stated)	-7
CCCC[C@@H](CN[C@H](C)CNC)NCC1CCC(C(C)(C)C)CC1 (some centres not stated)	-4
CCOc1ccc(-n2c(SCC(=O)Nc3ccccc3CC)nc3n[nH]c(C)c3c2=N)cc1	-4
CCOC(=O)C1=C(C(=O)OCC)C2N(Cc3ccc(Br)cc3)c3ccccc3[C@@]23C[C@@H](C(=O)OC)N(S(=O)(=O)c2ccc(C(F)(F)F)cc2)C3=N1 (some centres not stated)	-5
CCOC(=O)c1ccccc1NC(=O)Cn1cnc2c(cnn2-c2ccc(OC)cc2)c1=O	-4
COC(=O)[C@]12C[C@H](CC(=O)NCC3CCCCC3)C(=O)N(Cc3ccccc3)C1=C[C@H](C1CCCC1)O[C@@H]2C	-10
Cc1cc(C)nc(SCC(=O)Nc2ncccn2)n1	-2
CCCOc1ccc(S(=O)(=O)N2C(=O)CC(=O)N(Cc3ccc(OCC)cc3)C2=O)cc1	-2
COC(=O)C1=C(C)N(Cc2ccccc2C(F)(F)F)C(=NCc2ccc3c(c2)OCO3)NC1c1cccc(C(F)(F)F)c1 (configuration not stated)	-11
Nc1[nH]c(C(=O)c2ccccc2)c(-c2ccc3ccccc3c2)c1C(=O)NCc1cccc2ccccc12	-5
C[C@@H]1CCCCO[C@H](CN(C)Cc2ccncc2)[C@@H](C)CN([C@H](C)CO)C(=O)c2cc(N(C)C)ccc2O1	-6
CC(C)(C)S(=O)N1C[C@@H]2CC(=O)C=C2[C@H]1CCO (some centres not stated)	-6
CCCCS(=O)(=O)N1CCCc2nc(-c3ccc(OC)cc3)ccc21	-6
CCC(=O)Nc1ccc(C(=O)Cn2nc(C(=O)O)c3ccccc3c2=O)cc1	-2
C[C@H]1[C@@H](c2ccccc2)Oc2ccc(Cl)cc2S(=O)(=O)N1Cc1ccc(Cl)cc1	-5
CCCCCCCCN1C(=O)[C@@H](CC(=O)N2CCC(c3ccccc3)CC2)C[C@@]2(C(=O)OC)C1=C[C@H](C(C)(C)C)O[C@@H]2C	-9
C=CCN=C1NC(c2ccccc2)C(C(=O)OC)=C(C)N1Cc1cccc(C(F)(F)F)c1 (configuration not stated)	-9
COc1cccc(CN(C)C(=O)[C@H]2O[C@@H](n3cnc4c(=O)[nH]c(N)nc43)[C@H](O)[C@@H]2O)c1	-4
CCCn1c(SCC(=O)N2CCCCC2)nnc1-c1ccccn1	-4
N#Cc1cccc(C(=O)NCC2CCN(C(=O)C(=O)c3cc4ccccc4o3)CC2)c1	-8
COCc1cc(N2CCNC[C@@H]2C)ccc1N1CCN(Cc2ccccc2)[C@H](C)C1	-10
CCn1c2c(n(C(C)=O)c1=O)C[C@@H](c1ccccc1)[C@@H](C)[C@@H](C(=O)N1CCCC1)C2	-4
C/C(=N\NC(=O)CNC(=O)C(c1ccccc1)c1ccccc1)c1ccc(C)cc1	-5
O=C(NCC1CCN(C(=O)C(=O)c2cccs2)CC1)c1ccncc1	-6
COc1ccc(SSc2ccc(OC)cc2C(=O)O)c(C(=O)O)c1	-3
COC(=O)c1cc2c(c3c4ccccc4n(S(C)(=O)=O)c13)C(=O)N(Cc1ccccc1)C2	-3
Nc1[nH]c(C(=O)c2ccccc2)c(-c2ccc(Cl)cc2F)c1C(=O)NCCc1c[nH]c2ccccc12	-16
COCc1[nH]nc2c1C(c1ccccc1)NC2=O (configuration not stated)	-6
Cc1ccccc1C(=O)N[C@H](C(=O)N1CCC[C@H]1C(=O)NCCc1ccccc1Cl)c1ccccc1	-3
O=C(Cc1ccc(NC(=O)C2CCCN(C(=O)c3ccccc3)C2)cc1)Nc1cccc(C(=O)N2CCCCC2)c1 (configuration not stated)	-4
CCc1c(-c2ccc(F)cc2)ncn1CCc1ccccc1OC	-10
O=C(Oc1ccccc1)c1cccc2cccc(C(=O)Oc3ccccc3)c12	-5
Cc1ccnc(NC(=O)c2ccc(Cl)c(NC(=O)CCc3ccccc3)c2)c1	-5
CSc1nc(SCC(=O)NCC2CCCO2)c2c3c(sc2n1)CN(C)CC3 (configuration not stated)	-20
